High-throughput results: PubChem BioAssay, ICCB-Longwood Screening Facility, Harvard Medical School
PV pol inh: poliovirus RNA polymerase inhibition. P03300. AID 588519. 150,000 compounds, 0.66% hits. % elongation, % (compound at 16.7 µg/mL). poliovirus polymerase elongation, fluorescence polarization; stronger effect = lower value; in the data active = % elongation below about 90%; also: some results filed as inactive read as strong as hits
Target sequence (P03300 1749-2209 limits assumed): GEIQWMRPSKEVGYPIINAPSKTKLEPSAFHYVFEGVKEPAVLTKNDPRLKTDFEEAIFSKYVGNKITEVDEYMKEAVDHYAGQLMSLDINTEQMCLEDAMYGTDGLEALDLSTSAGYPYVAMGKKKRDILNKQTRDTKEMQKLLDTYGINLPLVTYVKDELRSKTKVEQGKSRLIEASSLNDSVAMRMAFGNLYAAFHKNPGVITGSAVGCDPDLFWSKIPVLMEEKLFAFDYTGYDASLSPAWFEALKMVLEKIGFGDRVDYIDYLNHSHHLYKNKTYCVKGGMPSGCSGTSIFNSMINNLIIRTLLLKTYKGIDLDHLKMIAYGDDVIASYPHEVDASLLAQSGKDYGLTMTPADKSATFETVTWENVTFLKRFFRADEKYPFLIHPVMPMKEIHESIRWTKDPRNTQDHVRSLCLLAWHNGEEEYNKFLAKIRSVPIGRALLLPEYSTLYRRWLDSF
PV pol inh FP z-score: further read-out of PV pol inh, marked with its call; z-score; measured here: FP z-score; hits read low
Active calls of the source: *. A portion of the library, so the mix of outcomes need not match the whole.

No.	SMILES	PV pol inh	PV pol inh FP z-score
1	COc1cccc(C2C(C(=O)Nc3ccc(Cl)cc3)=C(C)Nc3nc4ccccc4n32)c1 (stereo unspecified)	103	-0.7
2	O=C1CC(c2nnc(Cc3cccc(Cl)c3)o2)CN1c1ccccc1 (stereo unspecified)	103	-0.5
3	CC(C)(C)CC(C)(C)NC(=O)Cc1cccs1	99	-0.3
4	O=C1Nc2ccccc2/C1=C/c1ccc(CN2C(=O)c3ccccc3C2=O)o1	100	-0.4
5	CC(C)CSc1nnc(Cn2cnc3ccccc32)n1-c1ccccc1Cl	102	-0.1
6	CCN(c1cccc(C)c1)c1ncnc2c1cnn2-c1ccc(C)cc1C	102	0
7	COC(=O)c1c(NC(=O)CN2C(=O)c3cccc4cccc2c34)sc2c1CCCC2	103	0.7
8	COc1cccc(C(=O)Cn2nc(-c3ccco3)ccc2=O)c1	101	-0.3
9	COc1cccc(-c2cn3ncsc3n2)c1	105	-0.3
10	NC(=O)c1cn(-c2ccccc2)nc1-c1ccccc1	102	0.6
11	O=C(O)/C=C/C(=O)NC1CCCCC1	103	0.6
12	COc1ccc(-c2cn3cc(Br)ccc3n2)cc1	100	-0.6
13	O=C(NCCSCc1ccccc1)C1CCN(S(=O)(=O)Cc2ccccc2)CC1	111	0.7
14	O=C(Cn1c2ccccc2c2cn[nH]c(=O)c21)NCCC1=CCCCC1	102	-0.6
15	O=C1C2CCCN2C(=O)C2CCCN12 (stereo unspecified)	105	0.5
16	CN1CCC2(CC1)CC(NC=O)c1ccccc1O2 (stereo unspecified)	104	0.4
17	O=C(Nc1ccc(-c2nc3cc(Cl)ccc3o2)cc1)c1cc2ccccc2o1	49*	-6.8*
18	NC(=O)CNS(=O)(=O)c1ccc(Br)c(C(=O)O)c1	101	-0.2
19	O=C(c1cc2ccccc2oc1=O)N1CCCCCC1	104	0.8
20	COc1cccc(CNC(=O)c2cc3ccc4cccnc4c3[nH]2)c1	102	-0.8
21	Cc1ccc(COC(=O)c2ccc(=O)[nH]n2)cc1	105	0.3
22	CCOc1ccc(-c2cc3nc(C4CCN(C(=O)OC(C)(C)C)CC4)c(C(=O)O)cn3n2)cc1	98	-0.3
23	CCOC(=O)c1[nH]c2ccc(C)cc2c1NC(=O)OC	103	0.3
24	CC(=O)c1ccc(S(=O)(=O)Nc2cccc(-c3ccc(N4CCCCC4)nn3)c2)cc1	104	-0.5
25	CCc1ccc(-c2cc(C)no2)cc1S(=O)(=O)Nc1ccccc1	99	-1.2
26	CCc1cccc(NC(=O)CN2Cc3ccccc3C2=O)c1	118	2.6
27	COC(=O)c1sc2nc(SCC(=O)N(C)c3ccccc3)n(N)c(=O)c2c1C	101	-0.2
28	CCOc1ccc(NC(=O)c2oc3ccccc3c2NC(=O)Cc2ccc(OC)c(OC)c2)cc1	99	-1.6
29	Cc1c2occ(C(C)(C)C)c2cc2c3c(c(=O)oc12)CCCC3	101	-0.2
30	Fc1ccc(C2Nc3ccc(OC(F)(F)F)cc3C3C=CCC32)cc1 (stereo unspecified)	122	1.7
31	CCN(Cc1ccccc1)c1ncnc2onc(-c3ccc(F)cc3)c12	101	-0.2
32	COc1ccc(NC(=O)c2c[nH]c(=O)n(-c3ccccc3)c2=O)cc1	102	0
33	c1ccc(CSc2nnc3c4ccccc4n(Cc4ccccc4)c3n2)cc1	103	0.2
34	Cn1nnnc1SCC1=C(C(=O)O)N2C(=O)C(NC(=O)C(OC=O)c3ccccc3)C2SC1 (stereo unspecified)	102	0.5
35	Cc1csc(=O)n1CCC(=O)OCC(=O)Nc1ccccc1	100	-0.1
36	Cc1c(C(=O)O)cccc1C(=O)c1ccccc1	112	1
37	CN(C)CCSc1nnc(-c2ccccc2)o1	101	0
38	CCOc1cccc2c1Oc1nc(-c3ccccc3)nc(SCC(=O)N(CC)CC)c1C2	105	1
39	N#CC(C#N)=C(C#N)c1ccc(-c2ccccc2)[nH]1	100	-0.8
40	COC(=O)c1ccc(S(=O)(=O)N(C)C)o1	100	-0.6

Results in sequence from the entries so far.
PV pol inh for entries 23–33: 103, 104, 99, 118, 101, 99, 101, 122, 101, 102, 103

As a short view, part of the list above.
No.	SMILES	PV pol inh	PV pol inh FP z-score
38	CCOc1cccc2c1Oc1nc(-c3ccccc3)nc(SCC(=O)N(CC)CC)c1C2	105	1
39	N#CC(C#N)=C(C#N)c1ccc(-c2ccccc2)[nH]1	100	-0.8
40	COC(=O)c1ccc(S(=O)(=O)N(C)C)o1	100	-0.6

Further results:
No.	SMILES	PV pol inh	PV pol inh FP z-score
41	CCOc1ccccc1CNC(=O)C(CC)n1nc(C)c2c(C)n(-c3ccccc3)nc2c1=O (stereo unspecified)	107	-0.2
42	Cc1c(-c2cc(NC(=O)c3ccccc3)n[nH]2)sc2ccc(Cl)cc12	107	0.6
43	COc1cc(C2c3c(oc4ccccc4c3=O)C(=O)N2c2nncs2)cc(OC)c1OC (stereo unspecified)	105	0.1
44	Cc1cc(N2CCOCC2)ccc1/C=C1\NC(=O)N(Cc2ccccc2)C1=O	102	0.2
45	O=C(Cc1cccc(C(F)(F)F)c1)NC1=NCCS1	97	-0.5
46	Cc1ccccc1NC(=O)c1c(NC(=O)C(F)(F)F)sc2c1CCCCC2	96	-1.3
47	C/C(N)=C(/C#N)C(=O)CSc1nnc2c(Cl)cc(Cl)cn12	102	0
48	Nc1cccc(OCCOCCOc2cccc(N)c2)c1	98	-0.3
49	C=CCn1nnnc1SCC(=O)Nc1cccc(C(F)(F)F)c1	101	0.4
50	O=C1CSc2ccc(C(=O)N3CCN(Cc4ccc5c(c4)OCO5)CC3)cc2N1	94	-0.4
51	COc1ccccc1NC(=O)CC1Sc2ccc(C(F)(F)F)cc2NC1=O (stereo unspecified)	106	0.2
52	CCOC(=O)c1cnc(-c2ccccc2)nc1N1CCOCC1	99	-0.5
53	CCOC(=O)c1cc2c(=O)n3ccccc3nc2n(CCCOC)c1=NC(=O)c1c(-c2c(F)cccc2Cl)noc1C	100	-1.4
54	CCCNC(=O)C1CCCN(c2nnc(N3CCCC3=O)s2)C1 (stereo unspecified)	104	1.5
55	CN(C)S(=O)(=O)n1ccnc1	104	0.5
56	NC(=O)c1cnn(-c2ccc(S(N)(=O)=O)cc2)c1NC(=O)c1c(F)cccc1F	99	-0.3
57	CC(=O)Nc1ccc(NC(=O)[C@@H](NC(=O)c2ccc(F)cc2)C(C)C)cc1	103	0.1
58	Cc1cc(Cl)ccc1OCc1nc(-c2ccc(-n3cccc3)cc2)no1	103	-0.2
59	Cc1cccc(NC(=S)N(C)C2CCCCC2)c1	104	0.2
60	c1ccc(Nc2nc3nonc3nc2Nc2ccccc2)cc1	101	-0.2
61	Cc1ccc(NC(=O)C(=O)NCCc2csc3nc(-c4ccccc4C)nn23)cc1Cl	103	-0.9
62	CCc1ccc(S(=O)(=O)Nc2cccc(-c3ccc(N4CCC(C)CC4)nn3)c2)s1	107	0.1
63	CCOc1ccc(-c2nc(CNC(=O)NC3CCCCC3)c(C)o2)cc1	102	-0.9
64	N#Cc1ccc(C(=O)NCc2ccc3c(c2)CCN3C(=O)c2ccc(F)cc2)cc1	112	1.2
65	COc1cc(NC(=O)CSc2nc3nc(C)c(Cc4ccc(C)cc4)c(C)n3n2)cc(OC)c1OC	103	0.1
66	CCn1nc(-c2cccc(Br)c2)ccc1=O	105	0.2
67	O=C(NC(CO)C(=O)O)c1cncc(O)c1 (stereo unspecified)	104	0
68	CCCc1nn2cc(-c3ccc(C)c(C)c3)nc2s1	103	-0.8
69	O=C1CCCN2N=C(SCc3ccc(Br)cc3)SC2=N1	101	0.1
70	O=C1CC(c2cccc(O)c2)c2cc3c(cc2N1)OCO3 (stereo unspecified)	105	-0.1
71	O=c1c(F)cn(CC2CC(c3ccccc3)=NO2)c(=O)n1CC1CC(c2ccccc2)=NO1 (stereo unspecified)	104	-0.1
72	CC(C)C1Nc2ccc(C(=O)N3CCN(c4ccccn4)CC3)cc2NC1=O (stereo unspecified)	103	0.9
73	COC(=O)c1ccc2c(c1)N(C)S(=O)(=O)c1cnc(SC)nc1-2	101	-0.4
74	Cc1cccc(-c2nnn3c2nc(NCCC(C)C)c2ccccc23)c1	107	0.8
75	Cc1ccc2nc(NS(C)(=O)=O)sc2c1	103	0.5
76	CCN(CC)S(=O)(=O)c1cc(C(=O)O)ccc1OC	101	-0.1
77	CCCc1nnc(SCc2nnc(-c3ccccc3)o2)o1	103	0.8
78	N#CC(C#N)C(CC(=O)c1cccs1)c1ccccc1 (stereo unspecified)	100	-0.2
79	C(=N/n1cnnc1)/c1ccc(N2CCCCC2)cc1	100	-0.1
80	COc1cccc(-c2cc(C(=O)NC3CC3)[nH]n2)c1	102	0
81	CCOc1ccc(C(=O)Nc2c(N)nc(SC)[nH]c2=O)cc1	98	-1
82	O=C(Cn1c(=O)c2cccn2c2ccccc21)NC1CCCc2ccccc21 (stereo unspecified)	104	1.2
83	CC(C#N)OC(=O)c1ccccc1Oc1ccccc1 (stereo unspecified)	103	0.2
84	CCc1ccc(C2c3c(-c4cc(C)ccc4O)n[nH]c3C(=O)N2Cc2cccnc2)cc1 (stereo unspecified)	106	-0.1
85	O=C(Nc1cccc(C(=O)OCc2cc(=O)n3c4c(sc3n2)CCCC4)c1)c1cccc(Cl)c1	103	-0.8
86	CC(=O)Nc1ccc(NC(=S)NC(=O)C2CCCC2)cc1	100	-0.6
87	COc1cc2c(cc1OC)C(C)N(C(=O)CN1C(=O)CCc3ccccc31)CC2 (stereo unspecified)	102	0.1
88	Cc1ccc(-n2nnc3c(sc4nc(C)c(C)cc43)c2=O)cc1Cl	108	0
89	Cc1nn(-c2ccccc2)nc1CNS(=O)(=O)c1c(C)noc1C	104	0.2
90	CC12CC3(C)CC(C)(C1)CC(C(=O)NC(C)(C)CO)(C2)C3	99	-0.2
91	CC1CN(C(=O)COC(=O)c2ccc(S(=O)(=O)C(F)F)cc2)CC(C)O1 (stereo unspecified)	108	0.7
92	COc1ccc(-c2nc3sc(CCNS(=O)(=O)c4ccccc4)c(C)n3n2)cc1	110	0.8
93	O=C1NC(=S)S/C1=C\c1c(NCc2ccco2)nc2ccccn2c1=O	108	1.6
94	C=CCn1c(=O)c2c(ncn2C)n(C)c1=O	99	-0.2
95	CC(C)(C)c1cc(C(=O)/C(C#N)=C/Nc2ccccc2)no1	105	0.7
96	CCOc1cc(C=C2C(=O)N(C)C(=S)N(C)C2=O)ccc1OC(C)C(=O)O (stereo unspecified)	97	-0.9
97	CN(C)S(=O)(=O)c1ccc(C(=O)OCC(=O)c2csc(N3CCCCC3)n2)cc1	105	0.3
98	CCSc1ncc(Cl)c(C(=O)Nc2cccc(Cl)c2)n1	117	0.2
99	Cc1nc2sccn2c1-c1csc(Nc2ccc(C(=O)O)cc2)n1	104	0.6
100	COc1cc(/C=C/C(=O)OCc2cc(=O)n3ccsc3n2)ccc1OC(F)F	102	-0.3

The list goes on:
No.	SMILES	PV pol inh	PV pol inh FP z-score
101	CCOC(=O)c1cccc(NC(=O)NC2COc3ccccc3C2)c1 (stereo unspecified)	106	0.1
102	COC(=O)c1cc2c(N)c(C(=O)c3cc(C#N)c(SC)nc3C)sc2nc1C	104	0.2
103	O=C1Nc2cc(C(=O)N3CCc4ccccc4C3)ccc2Sc2ccccc21	101	-0.1
104	CC1(C)C(=O)Nc2ccccc2N1C(=O)COc1ccc(S(=O)(=O)N2CCOCC2)cc1Cl	106	0.6
105	COc1nsc(Br)c1C#N	105	0.3
106	COc1ccc(CC(=O)Nc2ccc(-c3nc4ccccc4s3)cc2Cl)cc1OC	106	-0.1
107	Cc1ccccc1COC(=O)C1CCN(S(=O)(=O)c2ccc3c(c2)OCCO3)CC1	106	0.4
108	Cc1ccc(-c2ncnn2-c2sc3c(c2C#N)CCCCC3)cc1	101	-0.2
109	CCOC(=O)c1sc(N)c(C#N)c1CSC1=N/C(=C\c2ccco2)C(=O)N1c1ccc(OC(F)F)cc1	140	5.3
110	O=c1cc(CSc2ncn[nH]2)nc2sccn12	102	0.4
111	CCN(CC(=O)NCc1ccc(F)cc1)Cc1cc(=O)n2ccsc2n1	105	0.3
112	CCc1n[nH]c(=S)n1/N=C/C(C)=C\c1ccccc1	100	-0.2
113	O=C(c1cc2c(=O)[nH]c3ccccc3c2s1)N1CCCC1	102	0.1
114	CCc1ccc(-c2nc(CN3CCCC(C(=O)NCc4ccc(C)cc4)C3)c(C)o2)cc1 (stereo unspecified)	106	0.1
115	COC(=O)Cc1cnc(NC(=O)CSc2nc(C(C)C)cc(=O)[nH]2)s1	102	0.3
116	CN1CCN(Cc2c(O)ccc3cc(-c4nc5ccccc5n4C)c(=O)oc23)CC1	100	-0.2

In another format: 4 of the compounds above.
#110 O=c1cc(CSc2ncn[nH]2)nc2sccn12
  PV pol inh: 102 | PV pol inh FP z-score: 0.4

#111 CCN(CC(=O)NCc1ccc(F)cc1)Cc1cc(=O)n2ccsc2n1
  PV pol inh: 105 | PV pol inh FP z-score: 0.3

#112 CCc1n[nH]c(=S)n1/N=C/C(C)=C\c1ccccc1
  PV pol inh: 100 | PV pol inh FP z-score: -0.2

#113 O=C(c1cc2c(=O)[nH]c3ccccc3c2s1)N1CCCC1
  PV pol inh: 102 | PV pol inh FP z-score: 0.1
